# TSG101-PTAP inh: blocks PTAP/TSG101 interaction to inhibit HIV-1 budding | Q99816 | Fluorescence polarization, FITC-PTAP peptide / Tsg101 binding | Potency, µM (top dose mostly 115 µM), inactives show at the highest dose activity change, negative = inhibition, hits mostly inhibitors | 340,000 tested, under 10 active | AID 493005; active means well fitted inhibition curve with a large enough effect in the main read-out, with a control signal flat, not every such curve was filed as active; inconclusive means small, poorly fitted or top-dose-only effect, or effect the other way, or a change in a side signal; inactive means no such curve, though single readings can be large or run the other way; further: potency means the concentration at half of the fitted maximal effect; % of control where 0% means no effect
#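 Tsg101 binding domain (10 uM final) was mixed with compound and a FITC-labeled PTAP peptide (50 nM final) in HEPES pH 7.5 buffer with NaCl, Tween 20, EDTA and TCEP; fluorescence polarization was read after 20 min at r.t.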
# Eya2 inh: blocks the phosphatase activity of human Eya2; recombinant Eya2, OMFP fluorescence dephosphorylation (OMFP is methylfluorescein phosphate); 330,000 compounds, 0.006% hits; Potency, µM (series often up to 76.9 µM), for the others: top-dose activity, negative = inhibition, usual class: inhibitors; AID 488837; O00167; further: potency means the concentration at half of the fitted maximal effect; on the % scale 0 is the no-effect control and ±100 the full control effect
#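 Eya2 protein (added as 0.2 uM solution) was preincubated with compound for 10 min at ambient temperature in 50 mM HEPES pH 7.5, 50 mM NaCl, 5 uM MgCl2, 0.05% BSA, 1 mM DTT. OMFP (added at 50 uM) then reacted 10 min; fluorescence read at 485/525 nm.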
# TSHR antag: antagonists of human thyroid stimulating hormone receptor. TSHR-expressing cells, TSH-stimulated cAMP HTRF, 2 h; stronger effect = lower value. 330,000 compounds, 0.2% hits. activity change, negative = inhibition, % at 11.5 µM. P16473;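 active means activity change below a set negative limit, meaning inhibition stronger than a set level, cut at about -70% in these data; inconclusive means activity change between two set negative limits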; further: on the % scale 0 is the no-effect control and ±100 the full control effect
#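 Competitive HTRF cAMP read-out (cryptate anti-cAMP antibody, cAMP-d2; 30 min, room temperature) in freshly harvested TSHR cells. Compounds added before TSH at EC80 (4nM final), followed by 2 hours' incubation at 37 deg C.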
# uPA generation: inhibitors of cell surface uPA generation | cell surface uPA generation assay, qHTS | Potency, µM (titrated, usually from 38.3 µM), without a hit: top-dose activity change, negative = inhibition, most hits filed as inhibitors | 330,000 compounds, 0.31% hits; active means well fitted inhibition curve with a large enough effect; inconclusive means small, poorly fitted or top-dose-only effect; inactive means no such curve, though single readings can be large or run the other way; tested in mouse RAW 264.7 cells; further: potency means the concentration at half of the fitted maximal effect; on the % scale 0 is the no-effect control and ±100 the full control effect; nearly all actives have a fitted effect of over 55% in size
# USP2a block: blocks human ubiquitin-specific protease USP2a. O75604. USP2 core, Ub-CHOP2 coupled fluorogenic reporter, 485/531. AID 463254. Potency, µM (doses to about 38.3 µM), for the others: at the top dose activity change, negative = inhibition, most hits filed as inhibitors. 330,000 compounds, 0.01% hits;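 further: potency means the concentration at half of the fitted maximal effect; plate controls were DMSO wells for no effect and full inhibition by NEM control for full effect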
# Target sequence (O75604 whole entry, looked up): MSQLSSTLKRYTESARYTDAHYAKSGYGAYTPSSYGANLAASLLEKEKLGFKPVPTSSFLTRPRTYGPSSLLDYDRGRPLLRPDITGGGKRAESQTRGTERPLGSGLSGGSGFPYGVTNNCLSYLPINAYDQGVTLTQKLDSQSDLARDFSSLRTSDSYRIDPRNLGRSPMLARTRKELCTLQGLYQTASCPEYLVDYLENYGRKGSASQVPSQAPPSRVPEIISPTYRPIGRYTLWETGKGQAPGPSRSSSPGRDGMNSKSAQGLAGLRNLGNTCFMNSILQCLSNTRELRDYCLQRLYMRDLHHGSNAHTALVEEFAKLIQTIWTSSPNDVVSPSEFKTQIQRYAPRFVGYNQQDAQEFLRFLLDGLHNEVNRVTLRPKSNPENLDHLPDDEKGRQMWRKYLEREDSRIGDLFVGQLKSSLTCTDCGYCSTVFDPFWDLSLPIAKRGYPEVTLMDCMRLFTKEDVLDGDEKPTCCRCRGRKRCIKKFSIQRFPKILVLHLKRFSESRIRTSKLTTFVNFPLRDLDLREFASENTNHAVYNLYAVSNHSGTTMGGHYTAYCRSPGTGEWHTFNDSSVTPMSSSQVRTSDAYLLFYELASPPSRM
#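 Deubiquitinase activity read as fluorescence (485/531 nm) after Ub-CHOP2 cleavage activates the enterokinase reporter on its substrate; USP2 core 10nM, Ub-CHOP2 and substrate 25nM each, 30min compound preincubation then 60min RT; data normalized to NEM, curves fitted.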
# ELG1 DNA repair: blocks ELG1-dependent DNA repair in HEK293T cells; 330,000 compounds, 2.3% hits; HEK293T ELG1-luciferase reporter, luminescence, 16 h; DNA damage induced by 5-fluorouridine; Potency, µM (titrated, usually from 46.1 µM), for the others: at the highest dose activity change, negative = inhibition, usual class: inhibitors; further: potency means the concentration at half of the fitted maximal effect; on the % scale 0 is the no-effect control and ±100 the full control effect; nearly all actives have a fitted effect of over 55% in size
#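 Reporter activity after DNA damage by 5-fluorouridine is monitored. Compound-treated cells incubate 16 hr at 37 °C, then ONE-Glo is added for 30 min before luminescence reading.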
# Tb PFK inh: T. brucei PFK enzyme inhibition; O15648; T. brucei PFK, ADP-Glo luminescence; Potency, µM (series often up to 57.5 µM), without a hit: at the top dose activity, negative = inhibition, actives largely listed as inhibitors; 330,000 compounds, 0.17% hits; AID 485367;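 further: potency means the concentration at half of the fitted maximal effect; 0% = uninhibited 1x PFK enzyme wells and -100% = no-enzyme wells; nearly all actives have a fitted effect of over 60% in size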
#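 Compounds were pin-transferred as a titration series up to 57 uM into substrate buffer (0.5 mM F6P, 0.1 mM ATP, pH 8.0), then 1.25 nM PFK was added and reactions ran 45 min before ADP-Glo detection.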
# Mito fusion yeast: blocks mitochondrial division or promotes mitochondrial fusion. Potency, µM (top dose mostly 46.1 µM), for the others: top-dose growth rescue (activation), most hits filed as activators. 320,000 compounds, 0.23% hits. S. cerevisiae fusion-defective mutant growth rescue, CellTiterGlo 48 h;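 further: potency means the concentration at half of the fitted maximal effect; % of control where 0% means no effect; nearly all actives have a fitted effect of over 45% in size; temperature-sensitive fusion mutants such as fzo1-1 at 37 °C on non-fermentable ethanol glycerol medium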
#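 Read-out: ATP-based luminescence (CellTiterGlo, 10 min ambient) reporting growth of fusion-defective ts yeast after 48 hours at 37C on glycerol/ethanol YPEG medium in the presence of compound.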
# TCR activator: activates T cell receptor signaling. primary human leukocytes, anti-CD3, IL-2 HTRF, 48 h. Potency, µM (series often up to 9.22 µM), for the others: at the highest dose activation of IL-2 secretion, actives largely listed as activators. 330,000 tested, under 10 active. AID 504894; further: % of control where 0% means no effect
#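 Human primary leukocytes + a-CD3 beads + cpd, 48 hr; IL-2 in supernatant by HTRF (ex 320nm / em 665nm). No co-stimulatory signal supplied.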
# B2AR arrestin: beta2AR (human) beta-arrestin recruitment activity. P07550. beta-arrestin recruitment to beta2AR, cell-based reporter. Potency, µM (series often up to 46.1 µM), for the others: at the top dose activation, actives largely listed as activators. 330,000 compounds, 0.02% hits;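 further: potency means the concentration at half of the fitted maximal effect; 0% = DMSO controls and full agonism = EC100 isoproterenol or metaproterenol; nearly all actives have a fitted effect of over 65% in size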
# Target sequence (P07550 whole entry, looked up): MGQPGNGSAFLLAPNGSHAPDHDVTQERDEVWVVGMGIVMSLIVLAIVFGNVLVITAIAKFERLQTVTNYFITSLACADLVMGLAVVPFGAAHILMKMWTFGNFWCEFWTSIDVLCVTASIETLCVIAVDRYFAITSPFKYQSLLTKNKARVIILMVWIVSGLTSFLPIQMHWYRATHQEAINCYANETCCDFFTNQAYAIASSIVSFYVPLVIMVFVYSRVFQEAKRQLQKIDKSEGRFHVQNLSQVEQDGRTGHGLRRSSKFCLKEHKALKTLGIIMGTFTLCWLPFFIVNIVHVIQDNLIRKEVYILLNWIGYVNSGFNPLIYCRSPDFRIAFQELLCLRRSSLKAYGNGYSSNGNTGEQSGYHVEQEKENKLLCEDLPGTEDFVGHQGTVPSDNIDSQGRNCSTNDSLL
# BCR signal inh: blocks chronic active B-cell receptor signaling; 340,000 compounds, 0.05% hits; ABC-DLBCL IkBa-CBG/CBR reporter, luminescence ratio, 4 h; Potency, µM (highest dose often 46.1 µM), inactives show at the top dose ratio change, negative = lower green/red ratio, actives largely listed as inhibitors; active means well fitted inhibition curve with a large enough effect in the signal ratio, with a control signal flat, not every such curve was filed as active; inconclusive means small, poorly fitted or top-dose-only effect, or effect the other way, or a change in a side signal; the % refers to the signal ratio;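 further: potency means the concentration at half of the fitted maximal effect; plate controls were basal doxycycline-induced cells for no effect and cells given 10 µM MG132 for full effect; MG132 reads +100%, hits lower the ratio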
#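 TMD8 human ABC-DLBCL cells with doxycycline-inducible IκBα–green luciferase fusion and unfused red luciferase, in 0.5% FBS medium; compounds up to 46 uM, 4 h at 37C. Green/red luminescence ratio, filter-overlap corrected, fitted to concentration-response curves.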
# * marks the source's active call; other numbers are inactive results; ? = inconclusive; · = no result given; [ ] = remark or other dose. Unless noted, the call rests on the fitted dose curve; in most records, active means well fitted curve in the direction sought with a large enough effect; inconclusive means small, poorly fitted or top-dose-only effect, or another doubt; inactive means no such curve, though single readings can be large; an effect the other way counts as inactive or inconclusive.
SMILES,TSG101-PTAP inh,Eya2 inh,TSHR antag,uPA generation,USP2a block,ELG1 DNA repair,Tb PFK inh,Mito fusion yeast,TCR activator,B2AR arrestin,BCR signal inh
CC(=O)Nc1ccc(S(=O)(=O)Nc2ccc3[nH]c(=O)[nH]c3c2)cc1,0%,-3%,-26,-1%,-3%,7%,3%,-3%,2%,-0.7%,-1%
Cc1nc2ccccc2c(=O)n1NC(=O)CCC(=O)O,-6%,9%,-6,3%,11%,2%,1%,-3%,6%,0.0%,2%
COc1ccc2cc(C(=O)C3CCCN(Cc4cccc(C)n4)C3)ccc2c1 (stereo unspecified),-3%,-1%,-14,-5%,3%,?,-2%,2%,7%,7.2%,?
COc1cccc(CN(C)CC(=O)Nc2cc(S(=O)(=O)N3CCCC3)ccc2Cl)c1OC,0%,-23%,-18,-5%,0%,?,0%,15%,3%,-0.8%,-5%
COc1ccc(CCN(C)CC(O)COc2c(C)ccc(C)c2C)cc1OC (stereo unspecified),-4%,8%,10,-3%,-3%,3%,0%,-4%,4%,0.1%,-1%
CCN(CC)c1ccc(/C=c2/sc3nnc(-c4ccccc4C)n3c2=O)cc1,?,29%,-4,12%,9%,11%,7%,-1%,10%,0.0%,6%
On1c(-c2ccccc2)nc2ccc(Cl)cc21,0%,2%,2,-3%,1%,?,4%,4%,-8%,-0.6%,2%
CCN1CCN(CCCNC(=O)c2ccc3c(c2)N(Cc2ccccc2)CCS3)CC1,0%,1%,-27,-28%,0%,3%,1%,3%,-2%,-0.2%,2%
COc1cccc(NC(=O)C2C3C=CC4(O3)C2C(=O)N(CCCN2CCCCC2)C4C(=O)NC2CCCCC2)c1 (stereo unspecified),-2%,5%,15,-1%,1%,-8%,3%,-9%,10%,0.3%,13%
COc1cc(C(=O)NCC(=O)OCC(=O)Nc2ncc(Cl)cc2Cl)cc(OC)c1OC,-3%,-10%,2,3%,-3%,0%,-6%,-10%,-4%,0.5%,0%

# In another format: results already given
molecule	TSG101-PTAP inh	Eya2 inh	TSHR antag	uPA generation	USP2a block	ELG1 DNA repair	Tb PFK inh	Mito fusion yeast	TCR activator	B2AR arrestin	BCR signal inh
CCN(CC)c1ccc(/C=c2/sc3nnc(-c4ccccc4C)n3c2=O)cc1	?	29%	-4	12%	9%	11%	7%	-1%	10%	0.0%	6%
On1c(-c2ccccc2)nc2ccc(Cl)cc21	0%	2%	2	-3%	1%	?	4%	4%	-8%	-0.6%	2%
CCN1CCN(CCCNC(=O)c2ccc3c(c2)N(Cc2ccccc2)CCS3)CC1	0%	1%	-27	-28%	0%	3%	1%	3%	-2%	-0.2%	2%
COc1cccc(NC(=O)C2C3C=CC4(O3)C2C(=O)N(CCCN2CCCCC2)C4C(=O)NC2CCCCC2)c1 (stereo unspecified)	-2%	5%	15	-1%	1%	-8%	3%	-9%	10%	0.3%	13%
COc1cc(C(=O)NCC(=O)OCC(=O)Nc2ncc(Cl)cc2Cl)cc(OC)c1OC	-3%	-10%	2	3%	-3%	0%	-6%	-10%	-4%	0.5%	0%

# Remaining list, next part.
SMILES,TSG101-PTAP inh,Eya2 inh,TSHR antag,uPA generation,USP2a block,ELG1 DNA repair,Tb PFK inh,Mito fusion yeast,TCR activator,B2AR arrestin,BCR signal inh
CCOC(=O)c1cc(C#N)c(Oc2cccc(C(F)(F)F)c2)nc1-c1ccccc1,0%,2%,-6,4%,-1%,-10%,-5%,5%,3%,0.1%,1%
CC(=O)NCCc1nc2ccccc2n1Cc1ccc(C)cc1,-9%,12%,-4,9%,-1%,4%,1%,2%,-2%,-0.1%,0%
COCCn1nnnc1CN(Cc1cccnc1)Cc1cc2cc(OC)ccc2[nH]c1=O,-1%,14%,3,-1%,-3%,1%,-5%,-2%,0%,-0.4%,-2%
Cc1ccccc1C(=O)Nc1nnc(CC(=O)N/N=C/c2ccncc2)s1,-2%,6%,9,8%,1%,?,-2%,2%,1%,0.0%,-15%
COc1ccc(CCN2C(=S)NC3CC2(C)Oc2ccc([N+](=O)[O-])cc23)cc1OC (stereo unspecified),-3%,-3%,-8,-14%,-2%,26µM*,1%,8%,3%,-0.6%,?
COc1cccc(N2CCN(C(=S)NCCc3ccccc3)CC2)c1,-2%,3%,-11,2%,-1%,-21%,-5%,-15%,-5%,0.1%,-8%
O=c1c2cc(N3CCOCC3)ccc2[nH]c(=S)n1CCc1ccccc1,-3%,6%,-13,-2%,3%,-16%,-1%,?,-3%,-0.2%,-8%
COC(=O)N1CCN(c2ccc(Cl)c(Cl)c2)CC1,-3%,-4%,-3,·,-2%,?,30µM*,-1%,-8%,0.3%,?
COc1ccc(Cn2c(=N)c(C(=O)NCC3CCCO3)cc3c(=O)n4ccccc4nc32)cc1 (stereo unspecified),-3%,-4%,1,3%,0%,-15%,0%,4%,7%,-1.4%,?
CN(C)N=Nc1nc[nH]c1C(N)=O,0%,16%,8,?,1%,-2%,-1%,3%,7%,0.0%,-15%
Cc1ccc(CN2CCN(Cc3ccc(Oc4ncccn4)cc3)CC2CCO)cc1 (stereo unspecified),-7%,-13%,0,7%,2%,-8%,-2%,-2%,-4%,0.0%,4%
CNC(=O)c1cc(-c2ccc(Cl)cc2)n(-c2ccccc2)n1,-5%,-5%,4,4%,2%,-10%,-13%,7%,5%,0.1%,1%
CCOC(=O)c1cc(=O)cc(C(=O)OCC)o1,-1%,-14%,9,-4%,-16%,10%,0%,-5%,1%,-0.6%,2%
COCc1cc(=O)[nH]c(-c2ccc(C(F)(F)F)cc2)n1,2%,-2%,-2,3%,2%,4%,0%,?,0%,0.3%,10%
COc1ccc(C)cc1NC(=O)NCc1ccc(F)cc1,-2%,10%,12,1%,9%,15%,-3%,-1%,1%,0.0%,?
COC(=O)c1[nH]c2ccc(Br)cc2c1NC(=O)Oc1ccccc1,-10%,5%,5,3%,1%,?,-2%,-2%,4%,-0.1%,-1%
Fc1ccc(C2=Nn3c(nnc3-c3n[nH]c4c3CCC4)SC2)cc1,-1%,7%[15.4 µM],-2,-14%,3%,?,4%,8%,-9%,0.2%,?
O=C(Cn1cccc1C(=O)c1ccccc1)NCCc1ccc(Cl)cc1,0%,-11%,7,3%,0%,15%,0%,3%,2%,0.0%,-18%
CC(C)C[C@@H](CO)N1CCN(Cc2ccc(Br)cc2)CCC1=O,-3%,6%,-3,0%,-5%,-18%,-3%,-3%,-7%,0.1%,-15%
COc1ccc(C(=O)OCc2cc(C)ccc2C)cc1S(=O)(=O)N1CCCC1,-1%,?,-25,-5%,0%,?,8%,?,6%,0.5%,-9%
COc1ccccc1NC(=O)CSc1ncn(-c2ccccc2)n1,-2%,7%,23,-1%,7%,-24%,4%,8%,-1%,-0.1%,-6%
COc1cc(C(=O)N2C[C@@H]3CCC[C@H]2C3)ccc1OC1CCN(C(C)=O)CC1,-4%,6%,-4,1%,0%,6%,-12%,2%,2%,-0.1%,-2%
Cc1[nH]c2ccccc2c1/C=N/Nc1nc(Nc2ccc(F)cc2)nc(N2CCOCC2)n1,-9%,0%,-11,15%,4%,21µM*,-7%,3%,13%,0.0%,?
CCn1c(COc2ccc(C)cc2)nnc1SCC(=O)C(C)(C)C,1%,-10%,-1,1%,0%,?,-2%,-1%,-7%,-0.3%,-5%
O=C(Nc1ccc(S(=O)(=O)Nc2nccs2)cc1)C1CCCCC1,-1%,-1%[15.4 µM],1,·,2%,-3%,1%,1%,·,0.0%,0%
COc1ccc(Cn2c(=O)sc3ccccc32)cc1OC,-3%,4%,-23,-9%,1%,-6%,5%,3%,3%,-0.3%,?
O=C(NCc1ccco1)C1(c2ccccc2)CCCC1,-2%,5%,0,3%,0%,-6%,-1%,2%,-4%,-0.8%,0%
COc1ccccc1NC(=O)CCCNC(=O)Cn1cnc2sc(C)c(C)c2c1=O,-1%,7%,-3,2%,1%,-3%,0%,1%,-1%,-1.7%,?
COc1cccc(C(=O)N2CCN=C2SCc2cccnc2)c1OC,-13%,-3%,8,-3%,4%,?,0%,-3%,-1%,0.4%,-17%

# High-throughput results (PubChem BioAssay)
